Bioassay records deposited in PubChem BioAssay by several laboratories.
hgDAF12 agonist: agonists of H. glycines DAF-12 nuclear receptor; HEK293 GAL4-hgDAF12 UAS-luciferase reporter, agonist luminescence; normalized to butyrate control; activation, % at 6.8 µM; 370,000 compounds, 1.8% hits;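 active = activation above a cutoff set at the mean of all screened compounds plus 3 SD, cut at about 10% in these data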;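 note: 0% = DMSO wells and 100% = sodium butyrate wells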
ssDAF-12 act: S. stercoralis DAF-12 activation, primary screen; activation, % at 6.8 µM; HEK293 ssDAF-12/GRIP1 lit1-tk-luc reporter, luminescence; % of 3 µM dafachronic acid response; 370,000 compounds, 1% hits;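 active = activation above the mean over all tested compounds plus 3 SD, cut at about 0.9% in these data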;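 note: 0% = DMSO-only wells and 100% = 3 µM delta7-dafachronic acid wells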
FXN GAA850 act: frataxin GAA850 promoter activation; activation, % at 6 µM; AID 540364; 360,000 compounds, 0.56% hits; HEK293 lucGAA850 FXN promoter luciferase reporter, 24 h; percent of 10 µM SAHA response;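 active = activation above the average of all compounds screened plus 3 SD, cutoff fixed separately per campaign, cut at about 7.5% in these data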;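 note: 0% = DMSO wells and 100% = 10 µM SAHA wells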
DAX1 inh-1: inhibitors of DAX1 repression of SF-1 activated StAR promoter | 370,000 compounds, 1.1% hits | AID 652010 | HEK293T StAR-luciferase reporter, SF-1/DAX-1 repression relief | inhibition, % at 6.8 µM;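 active = inhibition above the mean over all tested compounds plus 3 SD, cut at about 3.6% in these data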;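 note: 0% = DAX-1 cells with DMSO and 100% = cells lacking DAX-1 with DMSO; higher inhibition means more luminescence from relief of DAX-1 repression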
ADAM10 inh: inhibits human ADAM10; O14672; inhibition, % at 7 µM; AID 720582; recombinant ADAM10, EDANS/DABCYL FRET peptide cleavage, 3 h; 370,000 compounds, 0.62% hits;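 active = inhibition above a per-campaign cutoff equal to the mean of compounds falling between control-based bounds plus 3 SD, cut at about 20% in these data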;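 note: 0% = DMSO wells while the 100% control is not disclosed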
SMARCA2 act: increases SMARCA2 function in MMTV reporter cells | MG213 cells, MMTV-luciferase reporter, dexamethasone, overnight | activation, % at 9.1 µM | 370,000 compounds, 1% hits; in the data active = activation above about 7.8%;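 note: 0% = vehicle wells and 100% = reference activator wells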
GC-A act: GC-A (human) enzyme activation; HEK293 GC-A cells, cGMP TR-FRET, EC30 ANP; 0% at EC30 ANP, 100% saturating ANP; activation, % at 10 µM; 370,000 compounds, 0.14% hits; in the data active = activation above about 40%
DAX1 inh-2: inhibitors of human orphan nuclear receptor DAX1 (NR0B1); P51843; HEK293 Gal4-DAX1 luciferase reporter, luminescence; inhibition, % at 6.75 µM; 340,000 compounds, 0.99% hits; AID 504766;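 active = inhibition above the mean over all tested compounds plus 3 SD, cut at about 4.2% in these data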;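 note: 0% = DAX1-transfected cells with DMSO and 100% = empty-vector control cells with DMSO; inhibition shows as a rise in luminescence from relieved DAX1 repression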
Target sequence (P51843 207-470 limits assumed): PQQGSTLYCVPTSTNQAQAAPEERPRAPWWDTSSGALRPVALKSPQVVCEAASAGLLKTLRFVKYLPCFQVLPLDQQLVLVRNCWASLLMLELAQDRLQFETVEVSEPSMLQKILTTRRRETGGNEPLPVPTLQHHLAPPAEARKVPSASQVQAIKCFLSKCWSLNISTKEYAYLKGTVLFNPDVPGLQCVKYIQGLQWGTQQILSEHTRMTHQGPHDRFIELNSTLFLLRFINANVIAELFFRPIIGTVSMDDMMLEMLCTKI
PG9 Ab binder: PG9 antibody binding by small molecule; TR-FRET gp120-PG9 antibody binding; inhibition, % at 6.7 µM; 360,000 compounds, 0.43% hits; AID 624416; in the data active = inhibition above about 8.5%
ADAM17 inh: inhibitors of human ADAM17 | recombinant ADAM17, EDANS/DABCYL FRET peptide cleavage | inhibition, % at 6.95 µM | 370,000 compounds, 0.83% hits | P78536;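 active = inhibition above the mean of compounds lying between control limits plus 3 SD, set per campaign, cut at about 8.5% in these data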;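 note: 0% = DMSO-only wells as the low control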
Target sequence (P78536 215-824 limits assumed): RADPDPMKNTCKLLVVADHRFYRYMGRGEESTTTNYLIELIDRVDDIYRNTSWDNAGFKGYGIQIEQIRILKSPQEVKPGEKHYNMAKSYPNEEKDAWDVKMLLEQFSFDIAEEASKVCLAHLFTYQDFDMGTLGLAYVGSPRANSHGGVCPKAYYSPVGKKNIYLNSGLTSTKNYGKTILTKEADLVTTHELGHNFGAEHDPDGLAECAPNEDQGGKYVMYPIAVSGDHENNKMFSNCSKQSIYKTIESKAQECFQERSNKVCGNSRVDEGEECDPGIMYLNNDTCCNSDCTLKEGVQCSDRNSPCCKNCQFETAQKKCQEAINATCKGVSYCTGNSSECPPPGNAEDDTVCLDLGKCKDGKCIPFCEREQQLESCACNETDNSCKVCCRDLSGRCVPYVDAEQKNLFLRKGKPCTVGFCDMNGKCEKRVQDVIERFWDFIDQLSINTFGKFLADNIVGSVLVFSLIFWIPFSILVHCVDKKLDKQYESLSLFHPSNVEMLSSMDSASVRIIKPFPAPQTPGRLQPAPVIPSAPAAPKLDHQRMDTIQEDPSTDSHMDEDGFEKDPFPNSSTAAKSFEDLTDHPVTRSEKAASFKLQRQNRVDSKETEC
hcDAF-12 act: activates DAF-12 receptor from parasite H. contortus. 370,000 compounds, 1.4% hits. AID 652067. activation, % at 6.8 µM. HEK293 hcDAF-12 lit1-tk-luc reporter, luminescence; 0% DMSO, 100% Δ7-dafachronic acid;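 active = activation above the mean of all tested compounds plus 3 SD, cut at about 5.5% in these data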;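 note: 100% = response to 3 µM Δ7-dafachronic acid high control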
Active calls of the source: *; . = no result given. No enrichment for hits, and some 6.8% of all compounds hit somewhere here.

| structure | DAX1 inh-2 | hcDAF-12 act | ADAM17 inh | PG9 Ab binder | FXN GAA850 act | DAX1 inh-1 | GC-A act | hgDAF12 agonist | ADAM10 inh | SMARCA2 act | ssDAF-12 act |
| --- | --- | --- | --- | --- | --- | --- | --- | --- | --- | --- | --- |
| CC=Cc1cc(OC)c2c(c1)C(C)C(c1ccc(O)c(OC)c1)O2 (configuration not stated) | -0.7 | -1.2 | 0.1 | 0.6 | 0.8 | -1.0 | 5.7 | -0.9 | -2.5 | -3.0 | -1.2 |
| CC(NS(=O)(=O)OCC(Cl)(Cl)Cl)c1ccc(C(C)(C)C)cc1 (configuration not stated) | -0.8 | -2.4 | 14.6* | -2.1 | 4.4 | -0.8 | 0.7 | -1.5 | 31.0* | -1.8 | -1.2 |
| Cc1c(/C=C(\CC(=O)O)c2nc3ccccc3s2)cc(C#N)n1C | 1.5 | 5.6* | -22.4 | 0.3 | 2.3 | 0.5 | 0.0 | 1.7 | -62.9 | 3.6 | -1.3 |
| CCOC(=O)N1CCN(C(=O)c2cccc(-n3c(=S)[nH]c4cc(Cl)ccc4c3=O)c2)CC1 | 0.0 | 1.0 | -2.2 | -2.6 | -4.4 | -0.8 | 3.1 | -0.6 | 0.3 | 0.5 | -0.8 |
| COc1ccc(-c2nc(SCc3ccc(C#N)cc3)[nH]c(=O)c2C#N)cc1 | 0.5 | -1.6 | -3.3 | -1.5 | 2.3 | 0.0 | -2.7 | -1.0 | -5.7 | -2.8 | -0.9 |
| O=C(COc1cccc2cccnc12)Nc1cccc(S(=O)(=O)N2CCCC2)c1 | -1.7 | -1.9 | 8.1 | -1.8 | 0.8 | -2.9 | 0.1 | -2.4 | 8.8 | -4.3 | -2.2 |
| O=C(N/N=C\c1cc(Cl)ccc1O)c1ccc(S(=O)(=O)N2CCCCC2)cc1 | 1.4 | 0.4 | 2.8 | -2.3 | -4.8 | 0.5 | -3.6 | -0.7 | -1.1 | 3.0 | -1.1 |
| Cc1cccc(C(=O)c2c(N)sc3c2CCC(C)C3)c1 (configuration not stated) | 1.6 | 1.8 | -1.7 | -3.2 | -1.3 | -0.5 | 0.1 | 3.7 | 0.0 | 0.5 | -1.5 |
| COc1cccc(C(C(=O)NC2CCCC2)N2CCN(c3cc(C)ccc3C)CC2)c1OC (configuration not stated) | . | 0.2 | 7.4 | 2.0 | . | 1.3 | -3.5 | -1.8 | -2.8 | -5.2 | -1.0 |
| COc1ccc(-c2cc(C)no2)cc1S(=O)(=O)N1CCN(C(=O)c2ccco2)CC1 | 0.9 | -0.9 | -3.2 | -0.8 | 2.0 | 0.4 | 1.3 | -1.0 | -1.1 | -0.3 | -1.4 |
| COc1ccccc1C(=O)n1nc(-c2ccccc2)nc1NCc1ccco1 | -0.5 | 0.0 | 3.3 | 1.6 | 2.9 | -0.3 | -2.9 | 1.6 | 10.2 | -0.4 | -1.2 |
| Cc1cc(=O)[nH]c(SCc2cccc(F)c2)n1 | 0.2 | -1.5 | -1.9 | 1.4 | -1.3 | -0.5 | -3.3 | -1.2 | 1.1 | -1.6 | -0.7 |
| COc1ccc(Cn2c(=O)sc3ccccc32)cc1 | -1.9 | -1.7 | -1.6 | 2.2 | 0.9 | -0.5 | 6.2 | -0.8 | -7.5 | 3.5 | -1.7 |
| CCCC(C(=O)NC1CCCC1)N(Cc1cccs1)C(=O)c1snc(C(N)=O)c1N (configuration not stated) | 0.0 | -1.3 | -35.0 | 0.0 | -3.7 | -0.3 | -22.7 | -3.4 | -93.5 | 2.6 | -1.7 |
| Fc1cccc(-c2c(-c3ccccc3)ncc3cc(F)ccc23)c1 | 0.2 | -0.3 | -0.1 | 0.5 | 1.1 | -0.5 | -1.2 | 0.9 | -5.9 | -0.7 | -1.8 |
| CN1C(=O)S/C(=C\c2ccccc2OCc2ccc(C(=O)O)cc2)C1=O | -0.9 | -2.0 | -2.8 | -2.4 | 1.8 | 0.8 | -2.6 | -0.1 | -3.8 | 1.5 | -1.9 |
| COc1ccc(NC(=O)NNC(=O)CCn2nc(C)c([N+](=O)[O-])c2C)cc1OC | . | -0.2 | 0.3 | . | . | 1.0 | -1.2 | 0.0 | -2.5 | -2.3 | -0.3 |
| CC(C)CN1CCN(Cc2ccc(C#CC(C)(C)O)cc2)CC1CCO (configuration not stated) | -0.5 | -0.3 | -6.7 | -1.2 | 1.1 | 0.5 | 2.2 | 1.0 | -11.8 | 1.3 | -1.0 |
| Cc1cc(C)n2cc(COc3ccccc3)nc2n1 | 0.5 | 2.2 | -120.0 | 0.8 | 0.5 | -0.1 | 5.2 | 2.4 | -499.2 | -2.0 | -1.1 |
| Cc1ccc(NC(=O)C2CCN(S(=O)(=O)c3ccc4c(c3)NC(=O)C(C)S4)CC2)c(C)c1 (configuration not stated) | -0.2 | -3.7 | -3.1 | -2.1 | -2.4 | -0.9 | -2.9 | -4.5 | -0.1 | -3.7 | -1.1 |
| COc1ccccc1N1CCN(C(=O)c2oc3cc(C)cc(C)c3c2C)CC1 | -0.3 | 0.1 | 2.4 | -1.2 | 2.1 | -1.1 | -2.4 | -2.7 | 8.3 | -1.1 | -1.1 |
| Cc1cccc(Cl)c1NC(=O)NCCCN1CCCCC1C (configuration not stated) | . | 1.3 | -5.5 | -4.0 | . | 0.1 | 1.4 | 0.9 | -15.1 | -1.6 | -0.6 |
| COc1ccc(/C=N/NC(=O)c2ccc[nH]2)cc1 | 3.8 | 4.6 | 2.0 | -0.2 | 4.8 | 3.0 | -1.5 | 13.4* | -0.1 | 6.4 | 0.4 |
| Cc1onc(-c2ccccc2)c1C(=O)O/N=C(\N)c1ccc([N+](=O)[O-])o1 | 0.3 | 3.7 | -3.4 | -0.7 | 2.7 | -0.8 | 3.5 | -1.1 | -2.1 | -0.9 | -1.6 |
| COc1ccc(S(=O)(=O)N2CCC(C(=O)Nc3cccc(Cl)c3)CC2)cc1OC | -0.7 | -1.9 | 4.2 | -0.7 | -0.7 | -0.4 | -14.7 | 0.7 | 5.9 | -2.4 | -1.6 |
| COc1cccc(NC(=O)c2cccs2)c1 | -1.1 | 5.2 | -2.3 | -1.5 | 2.2 | 1.1 | 1.0 | 13.0* | 0.8 | 2.7 | -0.6 |
| CCCS(=O)(=O)NC(=O)C1(C)CCCN(C(=O)c2cccs2)C1 (configuration not stated) | . | 0.0 | -1.0 | -0.9 | -0.6 | 1.0 | -0.5 | 3.6 | -1.9 | 1.8 | -0.7 |
| O=C(Nc1cccc(S(=O)(=O)N2CCCC2)c1)c1ccc2c(c1)OCO2 | 1.1 | -1.6 | -1.4 | -1.1 | 0.5 | -1.3 | -0.5 | 0.2 | -2.4 | -2.2 | -1.5 |
| COC(=O)C1C(=O)C2=C(CC1C)NC(C)=C(C(=O)OC(C)C)C2c1ccc(OC)c(O)c1 (configuration not stated) | -0.3 | -1.6 | -3.5 | 3.5 | -0.4 | 0.8 | -4.0 | -2.1 | -17.4 | -1.9 | -1.2 |
| CCN(CC)c1nc(SCC(=O)O)nc(N(CC)CC)n1 | -1.0 | -0.2 | 1.7 | -1.7 | -0.7 | 0.2 | -3.8 | -0.2 | -1.4 | -3.3 | -0.3 |
| COc1ccc(-c2cc(CNc3nc(NCc4ccccc4OC)nc4ccsc34)on2)cc1 | . | -1.9 | 0.1 | -1.8 | -2.6 | -1.1 | 0.1 | -3.5 | -7.5 | -2.7 | -1.5 |
| CSc1ccccc1NC(=O)CCn1c(=O)oc2ccccc21 | -0.7 | -0.2 | -0.4 | -1.6 | 1.1 | 0.4 | 0.9 | 1.6 | -1.1 | 0.7 | -1.4 |
| Cc1c(O)c(S(=O)c2ccccc2)c(=O)n(-c2ccccc2)c1-c1ccccc1 (configuration not stated) | 1.5 | 0.8 | -4.9 | 1.4 | 2.4 | -0.1 | -1.0 | -0.3 | -6.8 | -2.9 | -1.1 |
| CNCc1ccccc1OCc1ccc(F)cc1 | 0.6 | 0.4 | -2.4 | -0.7 | 1.2 | -0.2 | -7.5 | -2.4 | -0.7 | 1.0 | -1.6 |
| COc1ccc(CCNC(=O)CCN2C(=O)C(C)Oc3ccc(C)cc32)cc1OC (configuration not stated) | -0.5 | -1.4 | -6.0 | 1.4 | -1.7 | -0.8 | -8.6 | -0.6 | -5.8 | 3.0 | -1.9 |
| Cc1cccc(NC(=O)Cn2nnc(C(=O)NCc3cccs3)c2N)c1C | 0.8 | -1.3 | -1.6 | -0.2 | -1.8 | -0.4 | -1.6 | 1.6 | 3.6 | -4.2 | -0.8 |
| CCCS(=O)(=O)N1CCC(C(=O)NCCCN(C)Cc2ccccc2)CC1 | 0.6 | -2.3 | -2.9 | -0.1 | 0.0 | 0.1 | 2.4 | 0.1 | 1.6 | 1.0 | -0.8 |
| Cc1ccc(S(=O)(=O)N2CCCCC2)cc1C(=O)OCC(=O)NC(=O)NC12CC3CC(CC(C3)C1)C2 | 0.2 | 0.1 | -1.6 | -1.2 | 0.8 | 0.3 | -0.4 | 0.0 | -0.8 | -0.9 | -1.2 |
| CCn1c(Cc2ccccc2)nnc1SCC(=O)Nc1ccc(S(N)(=O)=O)cc1 | -0.4 | -1.1 | -1.3 | -2.1 | 1.7 | 0.4 | 0.7 | 0.7 | 1.1 | -2.7 | -1.5 |
| Cc1ccc(COc2ccc(/C=N/NC(=O)c3nnn(-c4nonc4N)c3COc3ccc(F)cc3)cc2)cc1 | 0.4 | -1.8 | -3.0 | -2.0 | 0.2 | 0.4 | 2.5 | -0.4 | 1.4 | 0.2 | -1.0 |
| CCOC(=O)C(NC(=O)CC)(Nc1nc2c(s1)CCCC2)C(F)(F)F (configuration not stated) | -0.1 | -0.6 | -1.1 | -2.4 | -1.3 | -0.6 | -1.1 | -3.1 | 4.6 | 0.0 | -1.3 |
| CCn1c2ccccc2c2cc(N)ccc21 | -0.6 | -0.6 | -4.1 | -1.9 | 2.3 | -0.1 | 0.8 | -3.2 | -37.9 | 0.3 | -1.7 |
| Cc1cccc(-c2nn(-c3ccccc3)cc2C(=O)Nc2cccc(S(=O)(=O)NC3=NCCC3)c2)c1 | -2.1 | -0.8 | 3.2 | -0.9 | -1.3 | -0.8 | -0.6 | 0.4 | 11.9 | 2.2 | -0.8 |
| O=C(NCc1cccs1)c1ccc2sc([C@@H]3O[C@H](CO)[C@H](O)[C@H](O)[C@H]3O)nc2c1 | . | -1.3 | 0.6 | 1.9 | 2.0 | 0.1 | 1.4 | 2.5 | -6.7 | -1.2 | -0.7 |
| CCCC[C@@H]1C=C(C(=O)O)[C@H](c2ccc(Br)cc2)N1S(=O)(=O)c1ccc(C)cc1 | -1.2 | -1.9 | -0.6 | 2.3 | 0.8 | -0.3 | -1.9 | -2.9 | 4.8 | -2.5 | -1.2 |
| Cc1cccc(C)c1NC(=O)COc1ccccc1C(=O)Nc1ccc(Br)cn1 | -1.1 | 3.3 | 0.1 | 61.5* | 3.7 | 0.3 | -6.4 | -0.2 | -0.7 | -1.7 | -0.5 |
| COc1ccc2c(Cl)c(C(=O)NCCCn3ccnc3)sc2c1 | 1.3 | -1.7 | -3.3 | -0.8 | -2.7 | -1.4 | 0.2 | 1.8 | 1.0 | -2.1 | -1.2 |
| CCN(C(=O)c1ccco1)c1nc(CC(=O)Nc2ccc(Cl)cc2)cs1 | -0.3 | 1.3 | 2.3 | 0.6 | 4.1 | -0.1 | -2.4 | -1.5 | 2.1 | -4.1 | -1.7 |
